Peg3 prom inh: Peg3 promoter-driven luciferase inhibitors, primary screen, cell-based, HeLa, luciferase luminescence; inhibition, % at 20 µM; hit rate 1.7% among 360,000; HeLa PEG-Prom luciferase reporter, overnight;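 active means inhibition of at least 50% at 20 µM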
CF NFkB inh: inhibitors of PAF-induced NF-kB signaling, primary screen, cell-based, GFP fluorescence, uHTS; KKLEB NF-kB-GFP reporter, GFP fluorescence overnight; inhibition, % at 5 µM; hit rate 0.86% among 360,000;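 active means at least 50% inhibition at 5 µM, scaled per plate between neutral and stimulator controls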;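 further: PAF is a Pseudomonas aeruginosa culture filtrate used as stimulus; plate controls were PAF-stimulated DMSO wells for no effect and unstimulated DMSO wells for full effect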
CaV13 ICDI inh: Primary screen for inhibitors of IQ motif and Ca2+-dependent inactivation inhibitor domain binding in CACNA1D, Förster resonance energy transfer in living cells, …. HEK cells, CFP/YFP FRET ICDI-IQ, plate reader, 10 min; percent FRET-ratio fall versus neutral wells. inhibition, % at 12.3 µM. hit rate 0.098% among 340,000. AID 743397;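 active means mean replicate inhibition of at least 30% and at least 1% of replicates passing that level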;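 further: 0% = median of the neutral control wells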
NR2E3 ag-1: NR2E3 agonists in two-hybrid cells, primary screen, cell-based, luminescence, CHO-S, Gal4-NCOR/VP16-NR2E3 | inhibition of corepressor binding, % at 3.98 µM | luciferase | AID 602229, 2012 | hit rate 0.35% among 360,000;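 active means inhibition above the mean of all tested compounds plus 3 SD, cut at about 70% in these data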;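 further: 0% = DMSO with NR2E3 transfected cells and 100% = cells lacking NR2E3 construct; higher means lower luciferase signal from less NR2E3 corepressor binding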
Target sequence (Q9Y5X4 whole entry, looked up, the tested form may be a part): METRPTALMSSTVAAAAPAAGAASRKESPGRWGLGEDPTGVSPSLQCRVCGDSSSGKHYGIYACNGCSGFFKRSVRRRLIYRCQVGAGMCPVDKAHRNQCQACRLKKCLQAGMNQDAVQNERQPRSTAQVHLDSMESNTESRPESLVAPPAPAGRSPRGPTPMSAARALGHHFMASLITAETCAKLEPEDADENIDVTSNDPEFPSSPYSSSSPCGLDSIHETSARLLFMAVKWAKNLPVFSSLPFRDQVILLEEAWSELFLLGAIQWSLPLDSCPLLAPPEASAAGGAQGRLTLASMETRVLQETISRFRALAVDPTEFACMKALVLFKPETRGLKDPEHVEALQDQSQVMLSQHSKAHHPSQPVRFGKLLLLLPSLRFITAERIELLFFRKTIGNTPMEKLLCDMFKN
Shn3 inh set2: reduction of Shn3 3'UTR firefly luciferase signal, primary screen, Schnurri-3 inhibitor project, cell-based, Clone20 osteoblasts, set 2 | hit rate 0.52% among 360,000 | AID 588674, 2011 | Clone20 osteoblast Shn3 3'UTR firefly luciferase, 24 h | inhibition, % at 12.5 µM;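 active means mean inhibition of at least 75% with every replicate also reaching 75%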;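 further: 0% = median of neutral control wells and 100% = pilot-screen positive control compound; some compounds past the cut are filed as inactive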
PDI turbidity: inhibitors of human PDI, primary screen, biochemical, turbidity, single point, plate reader. AID 588391, 2011. hit rate 0.052% among 350,000. Protein disulfide-isomerase (Homo sapiens), P07237. PDI insulin aggregation turbidity, A650, 90 min. inhibition, % at 10 µM;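 active means mean inhibition across replicates of 30% or more, whatever share of single replicates reach that level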;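 further: absorbance from insulin aggregation driven by PDI reduction with DTT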
Target sequence (P07237 whole entry, looked up): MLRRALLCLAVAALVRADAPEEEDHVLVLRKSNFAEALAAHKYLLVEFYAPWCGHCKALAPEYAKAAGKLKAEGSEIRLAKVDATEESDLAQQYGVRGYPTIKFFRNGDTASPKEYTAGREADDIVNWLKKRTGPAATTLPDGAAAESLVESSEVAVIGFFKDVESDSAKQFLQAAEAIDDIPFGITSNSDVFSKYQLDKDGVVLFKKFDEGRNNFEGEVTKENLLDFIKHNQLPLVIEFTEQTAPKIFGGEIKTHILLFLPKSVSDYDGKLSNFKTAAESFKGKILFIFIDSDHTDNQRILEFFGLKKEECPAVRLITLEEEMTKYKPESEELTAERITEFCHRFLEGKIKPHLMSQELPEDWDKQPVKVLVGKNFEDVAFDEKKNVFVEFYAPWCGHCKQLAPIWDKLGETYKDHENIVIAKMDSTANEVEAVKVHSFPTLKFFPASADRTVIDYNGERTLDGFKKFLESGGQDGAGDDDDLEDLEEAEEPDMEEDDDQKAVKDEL
Vif inh: HIV Vif self-association inhibitors, primary screen, imaging, HEK293T, single point. inhibition, % at 7.49 µM. hit rate 0.35% among 340,000. HEK293T cells, Vif self-association by quenched fluorescence, 24 h; in the data active means inhibition above about 50%, passing the limit was not always enough; further: some results filed as inactive read as strong as hits
KKLEB tox: cytotoxicity in KKLEB CF airway cells, primary screen, cytotoxicity control for CF NF-kB inhibitor project, cell-based, uHTS, fluorescence assay plates. KKLEB CF airway cells viability, ATPlite luminescence, overnight; active compounds read low; cells stimulated with P. aeruginosa culture filtrate. activity change (cytotoxicity), % at 5 µM. hit rate 0.36% among 360,000. AID 602141, 2011;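 active means corrected activity change at or below -50% at 5 µM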
HIF-2a inh: HIF-2a reporter inhibitors, primary screen, luminescence, 786-0 RCC cells. 786-0 RCC cells HIF-2a reporter, luciferase luminescence, overnight. hit rate 0.72% among 360,000. AID 624352, 2012. inhibition, % at 18.8 µM;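 active means inhibition of the luminescence signal of 40% or more relative to plate controls, in a single-dose primary screen at 18.75 µM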
TRPM1 prom inh: inhibitors of MITF-dependent TRPM1 promoter reporter, primary screen, cell-based, SK-MEL-5, single point, luciferase | SK-MEL-5 TRPM1 promoter luciferase, 24 h | inhibition, % at 12.5 µM | hit rate 0.83% among 330,000;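 active means mean inhibition across replicates of 60% or more, whatever share of single replicates reaches that level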; further: values of inactives mirror those of a sister screen read the other way
NR2E3 ag-2: inhibitors of NR2E3-RetCOR corepressor binding, primary screen, NR2E3 agonist project, biochemical, TR-FRET, GST-NR2E3, biotin-RetCOR; 1536-well; inhibition of corepressor binding, % at 4.78 µM; hit rate 0.12% among 320,000; AID 2300, 2010;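 active means percent inhibition above the cutoff of mean plus 3 SD of all tested compounds, set per screening campaign, cut at about 20% in these data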;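 further: 0% = DMSO wells and 100% = biotin wells as full block of FRET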
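Material: NR2E3–RetCOR corepressor complex / Amount: 1.35 nM GST-NR2E3 / Medium: Tris pH 7.5 / Compound: single nominal compound dose of 4.8 µM / Incubation: 5 h at 4 °C / Technique: TR-FRET, Eu(K)-anti-GST donor, streptavidin-D2 acceptor, ex 340, em 617/671 nm / Read-out basis: percent loss of FRET ratio relative to control wells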
Active calls of the source: *; · = no result given.

SMILES	Peg3 prom inh	CF NFkB inh	CaV13 ICDI inh	NR2E3 ag-1	Shn3 inh set2	PDI turbidity	Vif inh	KKLEB tox	HIF-2a inh	TRPM1 prom inh	NR2E3 ag-2
CCOC(=O)c1ccc(N2C(=O)CC(N3CCC(O)(c4ccc(Cl)cc4)CC3)C2=O)cc1 (stereo unspecified)	17	0	-3	-4	-10	4	·	2	29	-1	1
CC(=O)NC(Cc1ccc(C)cc1)C(=O)NC1CCN(C(=O)c2cnccn2)CC1 (stereo unspecified)	4	6	-8	-21	1	4	-3	-10	16	-4	2
NS(=O)(=O)c1ccc(CCNC(=O)CNC(=O)COc2ccccc2)cc1	11	-15	-4	8	-17	4	-11	1	12	10	0
C=CCn1c(C(C)NC(=O)c2ccc(C)cc2)n[nH]c1=S (stereo unspecified)	11	-18	-3	16	10	-6	-2	8	9	9	3
Cc1cc2nc(-c3ccco3)c(Cc3cccc(F)c3)n2c(C)c1Br	-26	62*	-8	-21	54	·	·	-22	14	·	·
COc1cccc(NC(=O)CN2C(=O)NC(C)(CC(C)C)C2=O)c1 (stereo unspecified)	5	1	·	0	9	-12	4	3	5	-2	0
CCc1nnc(NC(=O)CSc2nnc3scc(-c4ccc(C)cc4)n23)s1	-4	6	-8	-2	7	-1	-1	4	-11	-2	2
O=C(NCC(=O)N1CCN(c2ncccn2)CC1)c1ccccc1OC(F)F	-1	4	-7	-1	-20	-3	-1	-6	14	3	·
O=C(Nc1ccc(C(=O)N2CCCC2)cc1)c1ccccc1Br	-12	-10	-6	12	4	6	-1	-3	-34	-9	-2
COCCNc1cc(C)nc2ccccc12	6	-3	·	-26	5	28	-7	-2	7	0	3
COc1cccc(NC(=O)CCCCCn2nnc3ccccc3c2=O)c1	14	5	-3	9	-22	-2	-11	-1	-3	8	3
CC(=O)c1c(C)[nH]c(C(=O)OCC(=O)N2CCc3ccccc3C2)c1C	-1	-6	-2	11	-7	-13	-8	0	0	-3	0
[O-][n+]1c2c(nn1-c1ccccc1)/C(=N/O)CCC2	9	-16	4	-15	-12	3	4	2	7	10	3
CC(=O)Nc1cncc(-c2ccccc2N(C)C)n1	-3	-14	-6	-10	-7	4	15	17	9	·	·
CCOC(=O)Cc1cc(=O)n2[nH]c(C)c(C#N)c2n1	18	4	-5	-15	-11	2	9	4	18	5	4
CN(Cc1ccc(Cl)c(Cl)c1)C(=O)C1CSC2(C)CCC(=O)N12 (stereo unspecified)	1	-8	-5	-6	-12	-2	0	1	-12	-21	5
Nc1ncnc2c1ncn2C1C=C(CO)C(O)C1O (stereo unspecified)	34	6	·	74*	43	2	0	-19	43*	-10	·
O=C(CN1C(=O)c2ccccc2C1=O)OCc1nc2ccsc2c(=O)[nH]1	0	-10	-6	-14	-8	6	-15	-2	9	-7	-2
FC(F)(F)c1cc(CCN2CCNC[C@@H]2CC2CCCCC2)cc(C(F)(F)F)c1	96*	20	-5	25	3	10	0	-22	5	64*	·
CCCOc1ccc(-c2c(C(=O)N/N=C/c3ccco3)nnn2-c2nonc2N)cc1	14	-22	-4	-6	-22	-2	-2	7	11	-5	1
CCOc1ccccc1NC(=O)COc1ccc2ccc(=O)oc2c1	-12	2	-2	-9	5	-17	-3	-9	2	-15	2
O=C(O)c1cccc2c1-c1c(cccc1[N+](=O)[O-])C2	0	2	-7	-4	-32	3	-8	13	14	12	·
Cc1ccc(N=Nc2ccc(O)cc2)c(Br)c1	-385	-8	0	-170	-95	-11	-26	-18	-317	-79	0
CCCCC(=O)Nc1cc(NC(=O)CCCC)cc(C(=O)O)c1	8	3	·	-5	15	16	13	-3	19	-4	-1
CCn1c(SCC(=O)N2CCC(C(N)=O)(N3CCCCC3)CC2)nc2ccccc2c1=O	13	-6	·	2	0	-3	3	2	-2	0	·
O=C1N[C@H](Cc2ccccc2)CO1	-1	40	-5	-12	-15	-7	-3	-16	12	1	2
CC(=O)n1nc(-c2cccnc2)nc1N	14	13	-4	11	-10	-12	-1	-13	21	-7	-1
CCN(CC)S(=O)(=O)N1CCC(C(=O)NC2CCCc3ccccc32)CC1 (stereo unspecified)	4	1	·	-9	18	-5	·	1	13	4	-3
Cc1cc(=O)n2[nH]c(C(F)(F)F)c(-c3ccccc3)c2n1	8	-2	·	2	-9	6	-6	3	20	1	1
COc1ccc(-n2c(=O)cc(N3CCN(c4ccccc4F)CC3)[nH]c2=O)cc1	17	-13	-1	5	19	-3	6	2	3	0	1
CCn1c(=O)c([N+](=O)[O-])c(NCc2ccc3c(c2)OCO3)c2ccccc21	17	16	-2	-17	14	-12	-4	-5	14	-9	1
Cc1cc(C)c2cc(C(=O)N(C)C3CCN(C)CC3)[nH]c2c1	-7	0	7	-9	·	0	-5	4	-13	-4	0
CCC(CC)C(=O)Nc1cccc(/C(C)=N/NC(=O)c2ccccc2Cl)c1	-4	-7	-4	-10	-3	-5	3	10	-2	9	-4
CCn1c(SCC(=O)N2CCCCC2C)nc2ccsc2c1=O (stereo unspecified)	26	-3	-5	-5	19	-1	7	8	18	-1	1
CNC(=O)C(=O)NCCN1CCN(C(=O)c2ccc([N+](=O)[O-])cc2)CC1	10	4	8	7	-2	0	-2	7	5	-1	3
COc1ccc(Nc2nc(N)nc(CSc3n[nH]c(-c4ccccc4)n3)n2)cc1	-11	3	·	28	12	-4	5	-3	-4	1	-1
CCOc1ccc(CNc2nc3ccccc3n2CCN2CCOCC2)cc1	9	14	-5	5	6	0	-10	-6	10	-9	1
O=C(Nc1ccc(NC(=O)c2ccco2)nc1)c1ccccn1	-3	1	-5	-129	-18	-7	30	4	-42	-12	6
O=c1c2cnn(-c3ccccc3)c2ncn1Cc1ccco1	-20	-2	-1	-19	12	-3	-13	0	-44	-1	3
CCCOc1ccc(N2CC(C(=O)NC3=NCCS3)CC2=O)cc1 (stereo unspecified)	-6	1	-5	17	-4	-16	6	10	9	13	3
CCC(=O)Nc1ccc(S(=O)(=O)Nc2ncccn2)cc1	13	3	·	-11	10	5	9	-2	8	3	0
CCn1nc(C)cc1C(=O)Sc1ccc(Cl)cc1Cl	16	-38	-5	-6	-12	2	-6	-1	12	1	1
CCCCCCCn1c2c(c(=N)c3ccccc31)CCC2	34	39	9	-18	97*	-2	-2	-29	-18	86*	2
C/C(CC(=O)NC1CCCC1)=N\NC(=O)C1CCCCC1	0	14	-6	-44	-35	0	17	0	10	-30	·
COc1ccc(C(=O)Nc2ccccc2)cc1NC(=O)c1ccc([N+](=O)[O-])cc1	-15	-19	-21	-22	1	1	1	-20	-41	-14	3
O=C(NCc1cccnc1)c1cc(C2CCCN(C(=O)c3cccc(O)c3)C2)on1 (stereo unspecified)	-2	27	-6	-18	-13	-1	-4	-22	4	·	·
Cc1ccc(-n2c(Cc3cccc4ccccc34)n[nH]c2=S)c(C)c1	10	-11	-5	4	-12	0	4	15	11	3	-1
FC(F)(F)c1cc(-c2cccs2)nc2nc(N3CCOCC3)sc12	22	-20	-7	23	-7	12	0	-7	-17	-7	3

Given with values under each structure: part of the list above.
Order of results – Peg3 prom inh	CF NFkB inh	CaV13 ICDI inh	NR2E3 ag-1	Shn3 inh set2	PDI turbidity	Vif inh	KKLEB tox	HIF-2a inh	TRPM1 prom inh	NR2E3 ag-2
- COc1ccc(C(=O)Nc2ccccc2)cc1NC(=O)c1ccc([N+](=O)[O-])cc1
  -15	-19	-21	-22	1	1	1	-20	-41	-14	3
- O=C(NCc1cccnc1)c1cc(C2CCCN(C(=O)c3cccc(O)c3)C2)on1 (stereo unspecified)
  -2	27	-6	-18	-13	-1	-4	-22	4	·	·
- Cc1ccc(-n2c(Cc3cccc4ccccc34)n[nH]c2=S)c(C)c1
  10	-11	-5	4	-12	0	4	15	11	3	-1
- FC(F)(F)c1cc(-c2cccs2)nc2nc(N3CCOCC3)sc12
  22	-20	-7	23	-7	12	0	-7	-17	-7	3

(next part)
SMILES	Peg3 prom inh	CF NFkB inh	CaV13 ICDI inh	NR2E3 ag-1	Shn3 inh set2	PDI turbidity	Vif inh	KKLEB tox	HIF-2a inh	TRPM1 prom inh	NR2E3 ag-2
CCOc1ccc(NC(=O)C2CCCN(S(C)(=O)=O)C2)cc1 (stereo unspecified)	-4	-6	-1	24	4	-5	0	6	9	10	2
Cc1nc(SCC(=O)Nc2sccc2C(N)=O)c2c(C)c(C)sc2n1	15	-28	-6	31	18	2	-4	-6	-12	·	·
CCCCOC(=O)C1=C(C)Nc2ncnn2C1c1cccc(OC)c1OC (stereo unspecified)	23	-2	·	5	-13	1	5	8	2	-1	-1
COC(=O)c1ccc(N2C(=O)CC(SCC(=O)Nc3ccc(OC)cc3)C2=O)cc1 (stereo unspecified)	-7	-1	-15	-6	4	1	1	12	15	0	-2
COc1ccc(CCNC(=O)[C@H](C)N2C(=O)N3CCc4c([nH]c5ccccc45)[C@@]3(C)C2=O)cc1OC	2	-9	·	-12	27	·	-6	7	22	15	3
COc1ccc(CC(NC(C)=O)C(=O)NC2CCN(C(=O)c3cccc(Cl)c3)CC2)cc1OC (stereo unspecified)	7	5	-7	-10	1	3	2	2	9	-5	·
CCN(C(=O)CSc1nnc(-c2cccs2)n1CC)C1CCS(=O)(=O)C1 (stereo unspecified)	5	-5	-2	18	5	-1	16	9	9	-3	-1
COc1ccc(S(=O)(=O)Nc2cc(OC)c(NC(=O)c3ccco3)cc2OC)cc1	10	-7	-5	-8	-12	9	-3	8	16	10	1
COc1ccc(OC)c(S(=O)(=O)n2ccnc2C)c1	9	8	-4	-10	6	3	22	5	14	1	-5
CC(NC(=O)CN(C)S(=O)(=O)c1ccc(Br)s1)c1ccccc1 (stereo unspecified)	3	-8	-7	-36	10	-1	16	2	-4	-5	4
COC(=O)C1CCN(C(=O)NC2CCCCC2)CC1	11	5	-9	-4	17	-3	15	-8	-6	0	2
O=C(CN1C(=O)c2ccccc2S1(=O)=O)N1CCN(c2ccccc2F)CC1	18	12	·	11	-8	-5	0	-3	-7	-1	-3
CCCSc1nnc(N2C(=O)C(O)=C(C(=O)c3ccco3)C2c2ccccc2F)s1 (stereo unspecified)	-31	3	-18	-52	8	1	-24	-7	-54	5	5
Cc1ccc(NC(=O)[C@H](NC(=O)[C@@H]2Cc3ccccc3CN2)c2ccccc2)c(C)c1	-9	-35	-6	-47	7	-9	-1	9	-55	1	4

Screening data: PubChem BioAssay, several laboratories
